Compound activity from PubChem.
Keap1-Nrf2 PPI: Keap1-Nrf2 protein-protein interaction inhibitors, primary screen, biochemical, fluorescence polarization, single point; inhibition, % at 9.4 µM; actives 0.15% (n = 340,000); Keap1 Kelch-Nrf2 peptide fluorescence polarization, 1536-well; Kelch-like ECH-associated protein 1 (Homo sapiens), Q14145; in the data active = inhibition above about 12%; inconclusive = no clear call, values can overlap the other calls; inactive = below about 7.3%;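 note: human Keap1 Kelch domain with fluorescein labeled Nrf2 9mer peptide probe; 0% = neutral control wells and 100% = peptide positive control; higher means more block of Keap1 binding to Nrf2 peptide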
Target sequence (Q14145 whole entry, looked up, the tested form may be a part): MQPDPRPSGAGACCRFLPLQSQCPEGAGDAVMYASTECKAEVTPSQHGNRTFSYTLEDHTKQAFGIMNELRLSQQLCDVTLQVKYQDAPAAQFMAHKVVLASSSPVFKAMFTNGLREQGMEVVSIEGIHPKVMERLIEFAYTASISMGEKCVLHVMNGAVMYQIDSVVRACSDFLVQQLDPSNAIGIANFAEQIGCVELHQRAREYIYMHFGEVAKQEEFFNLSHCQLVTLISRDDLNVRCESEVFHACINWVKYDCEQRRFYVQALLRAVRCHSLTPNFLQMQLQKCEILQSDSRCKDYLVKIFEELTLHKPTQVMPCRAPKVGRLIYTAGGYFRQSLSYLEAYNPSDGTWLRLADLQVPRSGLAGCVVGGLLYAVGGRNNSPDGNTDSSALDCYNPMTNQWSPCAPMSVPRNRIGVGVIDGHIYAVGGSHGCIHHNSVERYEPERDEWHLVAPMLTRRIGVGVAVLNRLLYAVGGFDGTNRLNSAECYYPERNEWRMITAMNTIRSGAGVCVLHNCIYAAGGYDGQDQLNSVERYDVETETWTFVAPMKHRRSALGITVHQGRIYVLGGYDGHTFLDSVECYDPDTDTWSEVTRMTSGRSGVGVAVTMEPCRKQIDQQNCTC
RTF Ca sens act: cardiac RTF calcium sensitivity activators, primary screen, biochemical, IANBD-TnC fluorescence, EC20 calcium; activation, % at 7.2 µM; IANBD-labeled TnC RTF fluorescence at EC20 calcium; 0% EC20 calcium, 100% full calcium; actives 0.24% (n = 340,000); Troponin I, cardiac muscle (Homo sapiens) + Troponin T, cardiac muscle (Homo sapiens) + …;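 active = activation above the mean over all tested compounds plus 3 SD, cut at about 30% in these data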;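 note: rise in fluorescence read as greater calcium sensitivity of cardiac thin filaments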
CAL PDZ FP-1: CAL PDZ peptide-binding inhibitors, primary screen, biochemical, fluorescence polarization, Cer-tagged CAL PDZ, HTS; actives 0.02% (n = 330,000); inhibition, % at 20 µM; AID 504414, 2011; purified CAL PDZ, TMR-peptide fluorescence polarization, 1 h;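 active = highest replicate inhibition of at least 40%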;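 note: plate controls were DMSO neutral control wells for no effect and unlabeled competitor peptide control wells for full effect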
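Test system: purified CerCALP PDZ construct; Compound dosing: one concentration, 20 µM compound; Also added: TMR-labelled reporter peptide T*-PRC34 bound in PDZ groove; Read-out: inhibition from polarization loss; Controls: unlabelled peptide and DMSO controls; Signal: FP readout, S and P plane fluorescence; Incubation: 1 h at RT.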
CAL PDZ FP-2: untagged CAL PDZ binding inhibitors, primary screen, biochemical, fluorescence polarization, HTS; Golgi-associated PDZ and coiled-coil motif-containing protein (Homo sapiens), Q9HD26; purified CAL PDZ, TMR-peptide fluorescence polarization, 1 h; inhibition, % at 24.9 µM; actives 0.92% (n = 300,000); AID 602252, 2012;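 active = mean inhibition of at least 30% with at least half of replicates also reaching 30%; inconclusive = no clear call, values can overlap the other calls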;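 note: 0% = DMSO neutral control and 100% = excess unlabeled competitor peptide PRC23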
SR-BI uptake up: activators of SR-BI mediated DiI-HDL uptake, primary screen, ldlA[mSR-BI] CHO cells, DiI fluorescence. 3 h; 100 = double the neutral-control signal. activation, % at 12.5 µM. actives 0.096% (n = 320,000);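 active = mean replicate activation of at least 60% and every replicate at or above 60%; inconclusive = mean or all-replicate condition met, but not both; inactive = mean below 60% and not all replicates reaching 60%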;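 note: 0% = median plate neutral-control signal and 100% = twice that signal; values of inactives mirror those of a sister screen read the other way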
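material = CHO ldlA[mSR-BI] cells | medium = Ham's F12 with 0.5% BSA, HEPES 25 mM, pH 7.4 | reagent = fluorescent DiI-HDL, 10 µg/mL final | compound dosing = single-point compound dose | incubation = 3 h, 37 °C | measured by = bottom-read fluorescence, 550/595 nm | measure = HDL uptake via cellular fluorescence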
DAGLB inh: DAGLB lipase inhibitors, primary screen, biochemical, fluorescence, HTS; HEK293T DAGLB membrane lysate, EnzChek fluorogenic substrate; inhibition, % at 5.17 µM; actives 0.059% (n = 340,000); in the data active = inhibition above about 34%;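 note: 0% = enzyme with vehicle and 100% = wells lacking enzyme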
RTF Ca sens inh: cardiac RTF calcium sensitivity inhibitors, primary screen, biochemical, IANBD-TnC fluorescence, EC70 calcium. Troponin I, cardiac muscle (Homo sapiens) + Troponin T, cardiac muscle (Homo sapiens) + …. IANBD-labeled cardiac RTF, Ca2+ fluorescence. inhibition, % at 7.15 µM. actives 0.12% (n = 340,000). AID 493244, 2011;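 active = inhibition above the mean inhibition of all tested compounds plus 3 SD, cut at about 17% in these data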;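 note: assay run at fixed EC70 calcium of 1.6 mM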
Rtt109 Vps75: inhibitors of C. albicans Rtt109/Vps75 HAT, primary screen, biochemical, ThioGlo CoA-SH fluorescence, plate reader. purified Rtt109/Vps75, 4 h. inhibition, % at 34.9 µM. actives 0.16% (n = 330,000). AID 540336, 2011;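 active = inhibition of at least 50% in every replicate; inconclusive = best replicate reaches 50% inhibition but some replicates fall short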
PKA-R2B activ: activators of PKA-R2B holoenzyme, primary screen, biochemical, fluorescence polarization, Cy5-IP20, human; cAMP-dependent protein kinase catalytic subunit beta (Homo sapiens) + cAMP-dependent …; PKA-R2B holoenzyme dissociation; R2B truncated from residue 108, S112A mutant; 0% DMSO only, 100% 113 µM cGMP; activation, % at 11.4 µM; actives 0.079% (n = 340,000);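 active = activation above a cutoff set at the mean over all compounds plus 3 SD, cut at about 18% in these data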;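 note: higher means more holoenzyme dissociation and a rise in polarization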
C-LANA FP: inhibitors of KSHV C-LANA binding to DNA, primary screen, biochemical, fluorescence polarization, FAM-LBS DNA, MBP-C-LANA, single point; Kaposi's sarcoma herpesvirus LANA C-terminal domain (residues 932-1162) DNA binding; inhibition, % at 9 µM; actives 0.078% (n = 340,000);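 active = highest replicate inhibition at or above 60% at 9 µM, even if other replicates fall short; inactive = all replicates below 60% inhibition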;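 note: 0% = neutral control wells and 100% = 4 µM acridine orange control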
* hit, by the source's call; ? = inconclusive; / = no result given. These rows are one share of the data; the hit share may differ from the screen's.

Key to letters: A = Keap1-Nrf2 PPI; B = RTF Ca sens act; C = CAL PDZ FP-1; D = CAL PDZ FP-2; E = SR-BI uptake up; F = DAGLB inh; G = RTF Ca sens inh; H = Rtt109 Vps75; I = PKA-R2B activ; J = C-LANA FP
1	CCOc1ccc(NC(=O)c2c(C)nn(Cc3ccccc3)c2Cl)cc1
  A: -1	B: -7	C: 0.1	D: -4	E: -9	F: 0	G: -5	H: -8	I: -1	J: 2.5
2	COC(=O)C1=C(c2cccc(OC)c2OC)C[C@@H]2CC[C@H]1N2C(=O)NCCCOC(C)C
  A: -3	B: 18	C: -1.2	D: -5	E: 11	F: 0	G: 4	H: -12	I: -15	J: 1.3
3	O=P1(NCCCn2cc[n+](Cc3nc4ccccc4[nH]3)c2)C=C(c2ccccc2)OC(c2ccccc2)=C1
  A: 2	B: 6	C: -4.4	D: -10	E: -16	F: 0	G: 5	H: ?	I: -1	J: 1.3
4	CCC(NC(=O)OC(C)(C)C)C(=O)Oc1cc(C)cc2oc(=O)c3c(c12)CCC3 (stereo not drawn)
  A: -2	B: 3	C: -1.8	D: -1	E: -23	F: -2	G: -8	H: -4	I: -1	J: 0.2
5	Cc1ccc(N2C(=O)CC(=O)NC2=O)cc1Cl
  A: -9	B: 7	C: -0.8	D: /	E: 12	F: 6	G: -2	H: -1	I: -12	J: -2.5
6	O=[N+]([O-])c1ccc(C[n+]2c(-c3ccccc3)cc(-c3ccccc3)cc2-c2ccccc2)cc1
  A: -1	B: -8	C: 0.0	D: 0	E: 3	F: 2	G: -9	H: -3	I: 3	J: 2.1
7	Cc1ccc(-n2cc(CNC(C)Cc3cnccn3)c(-c3cccc(C)c3)n2)cc1 (stereo not drawn)
  A: -4	B: -6	C: -3.1	D: 2	E: -15	F: -1	G: 10	H: 9	I: 3	J: -0.9
8	Cc1nnc2ccc(-c3cccc(C(F)(F)F)c3)nn12
  A: -9	B: 4	C: -2.3	D: -1	E: -6	F: 1	G: -5	H: 5	I: 3	J: -1.3
9	CCOC(=O)N(CC)c1ccc(C(O)(C(=O)OCC)C(F)(F)F)cc1 (stereo not drawn)
  A: -1	B: -5	C: -0.3	D: -3	E: -12	F: 0	G: -5	H: 0	I: 4	J: 0.2
10	CCCCC(=O)N/N=C/c1c(O)n(CCc2ccc(OC)c(OC)c2)c(=O)[nH]c1=O
  A: 0	B: -5	C: 0.3	D: -6	E: 12	F: 1	G: -3	H: -2	I: 6	J: 0.9
11	C[C@]12CCC(=O)C=C1C=C[C@@H]1[C@@H]2CC[C@@]2(C)[C@H]1CC[C@@]2(O)CCC(=O)O
  A: -5	B: 2	C: 0.6	D: 0	E: 9	F: 3	G: -14	H: -3	I: 5	J: -0.8
12	C=C(C)C(Cc1c(OC)ccc(C(=O)/C=C/c2ccc(O)cc2)c1O)OO (stereo not drawn)
  A: 0	B: 1	C: -0.8	D: -9	E: -62	F: 4	G: 2	H: 5	I: 3	J: 0.8
13	Cc1ccc(C)c(OCC(=O)N2CCCN(C)CC2)c1
  A: 2	B: 5	C: -2.1	D: -2	E: 26	F: -1	G: -3	H: -1	I: 1	J: 1.2
14	O=c1cccc2n1CC1CC2CN(Cc2c(Cl)cccc2Cl)C1 (stereo not drawn)
  A: 0	B: -4	C: /	D: -7	E: 26	F: -2	G: -8	H: -11	I: -1	J: 0.0
15	CCC(=NCc1cc(OC)cc(OC)c1)c1c(O)[nH]c(=O)[nH]c1=O
  A: -1	B: 1	C: -1.5	D: -7	E: 21	F: 1	G: -2	H: 5	I: -3	J: 0.9
16	Cc1c(NC(NC(=O)CF)C(Cl)(Cl)Cl)c(=O)n(-c2ccccc2)n1C (stereo not drawn)
  A: -2	B: 3	C: 0.8	D: -4	E: 21	F: -2	G: 0	H: 2	I: -10	J: -0.9
17	N#C/C(=C(/O)c1ccc(S(=O)(=O)N(CCCl)CCCl)cc1)c1nc2ccccc2[nH]1
  A: -5	B: 0	C: 0.6	D: -2	E: /	F: 2	G: 0	H: -8	I: 1	J: -0.7
18	Cc1cccc(OC(=O)N2CCOCC2)c1
  A: 1	B: -5	C: 0.4	D: -9	E: 7	F: 0	G: -1	H: -7	I: -7	J: 0.5
19	CC(=O)OC1CCC2(C)C(CCC3C2CC(=O)C2(C)C3CC(N3CC3)C2C(C)=O)C1 (stereo not drawn)
  A: 0	B: -1	C: -1.9	D: -7	E: -1	F: 2	G: 0	H: 4	I: -4	J: 2.5
20	COc1cccc(O)c1CN1CCCC(C(=O)c2ccccc2SC)C1 (stereo not drawn)
  A: -3	B: -2	C: -2.9	D: -8	E: -2	F: 2	G: 8	H: -6	I: 1	J: -1.1
21	CCOC(=O)[C@]12Cc3cc(N(C)C)ccc3[C@H]1N(Cc1ccccc1)C(=O)c1ccccc12
  A: 0	B: 3	C: -0.3	D: -4	E: -23	F: -2	G: -3	H: 3	I: -5	J: 2.7
22	COc1ccc2c(C)c(CCC(=O)N3C[C@H]4C[C@@H](C3)c3cccc(=O)n3C4)c(=O)oc2c1
  A: -2	B: -7	C: 0.5	D: 1	E: 20	F: 0	G: -1	H: -8	I: -10	J: 1.9
23	O=C(NC(C(Cl)Cl)N1CCOCC1)c1ccccc1 (stereo not drawn)
  A: 0	B: -5	C: -2.3	D: 0	E: 6	F: -1	G: 5	H: -6	I: 7	J: -0.4
24	Cc1ccc(-c2cc(-c3ccc(C)cc3)[n+](-c3ccccc3)c(-c3ccc(C)cc3)c2)cc1
  A: -4	B: 1	C: -2.5	D: 1	E: -2	F: 11	G: -9	H: ?	I: 4	J: -2.1

Sorted by heavy-atom count (largest number first): part of the list above.
Key to letters: A = Keap1-Nrf2 PPI; B = RTF Ca sens act; C = CAL PDZ FP-1; D = CAL PDZ FP-2; E = SR-BI uptake up; F = DAGLB inh; G = RTF Ca sens inh; H = Rtt109 Vps75; I = PKA-R2B activ; J = C-LANA FP
21	CCOC(=O)[C@]12Cc3cc(N(C)C)ccc3[C@H]1N(Cc1ccccc1)C(=O)c1ccccc12
  A: 0	B: 3	C: -0.3	D: -4	E: -23	F: -2	G: -3	H: 3	I: -5	J: 2.7
19	CC(=O)OC1CCC2(C)C(CCC3C2CC(=O)C2(C)C3CC(N3CC3)C2C(C)=O)C1 (stereo not drawn)
  A: 0	B: -1	C: -1.9	D: -7	E: -1	F: 2	G: 0	H: 4	I: -4	J: 2.5
20	COc1cccc(O)c1CN1CCCC(C(=O)c2ccccc2SC)C1 (stereo not drawn)
  A: -3	B: -2	C: -2.9	D: -8	E: -2	F: 2	G: 8	H: -6	I: 1	J: -1.1
16	Cc1c(NC(NC(=O)CF)C(Cl)(Cl)Cl)c(=O)n(-c2ccccc2)n1C (stereo not drawn)
  A: -2	B: 3	C: 0.8	D: -4	E: 21	F: -2	G: 0	H: 2	I: -10	J: -0.9
18	Cc1cccc(OC(=O)N2CCOCC2)c1
  A: 1	B: -5	C: 0.4	D: -9	E: 7	F: 0	G: -1	H: -7	I: -7	J: 0.5
